Assay outcomes as filed in PubChem BioAssay.
Rin1 Abl inh – blocks binding of human Rin1 to Abl; 360,000 tested, 0.4% active; P00519+Q13671; TR-FRET Rin1/Abl binding, biochemical; inhibition, % at 7.35 µM; in the data active means inhibition above about 5%, passing the limit was not always enough
MLLE-PAM2 inh – inhibitors of microRNA-mediated deadenylation, human PABP1 MLLE binding. inhibition, % at 20 µM. 360,000 tested, 0.36% active. P11940. AID 588489. GST-MLLE / FITC-PAM2 fluorescence polarization; in the data active means inhibition above about 35%, passing the limit was not always enough;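 further: plate controls were DMSO wells with GST-MLLE for no effect and wells lacking GST-MLLE protein for full effect; some results filed as inactive read as strong as hits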
bovine MsrA act – bovine methionine sulfoxide reductase A activation; purified bovine MsrA, absorbance read-out; AID 602163; activation, % at 10.6 µM; 360,000 tested, 0.3% active; in the data active means activation above about 7.5%;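 further: 0% = vehicle and 100% = reference activator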
Rpn11 block – Rpn11 (human) deubiquitinase inhibition. human 26S proteasome, Ub4-pepOG fluorescence polarization; 20S core pre-blocked with epoxomicin. calls only at 20 µM. 360,000 tested, 0.59% active. O00487;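 active means inhibition at 20 µM, scaled to each plate's controls, above about 33%, limit read from the data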
CSN inh – CSN deneddylation inhibition. Q92905. Purified CSN, SCF-Nedd8-OG deneddylation, fluorescence polarization. inhibition, % at 12.5 µM. 360,000 tested, 0.38% active;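 active means pattern-corrected inhibition above about 35%, with an unprinted fluorescence ratio check between 0.5 and 1.5, limit read from the data, passing the limit was not always enough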;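 further: 0% = enzyme with substrate and 100% = substrate without enzyme; some results filed as inactive read as strong as hits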
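Assay system: purified human Csn5 enzyme expressed in HEK293T cells; measure: % inhibition; also added: SCFSkp2-Nedd8OG substrate at 10 nM final; technique: fluorescence polarization; times: reaction 90 min, room temperature; medium: Tris buffer pH 7.5, NaCl, DTT, Tween-20, trehalose, ovalbumin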
MT1-MMP act inh – MT1-MMP (human) activation inhibition. P50281. HT1080 RFP-PRO-GFP cells, GFP/RFP ratio fluorescence, overnight; percent of plate control window, DMSO zero. GFP/RFP ratio change, % at 20 µM. 360,000 tested, 0.061% active;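 active means GFP/RFP ratio change of at least 30% with cell ATP level not reduced by more than half and red fluorescence within 50% of control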; further: strong numbers were not always called active
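Assay system: HT1080 RFP-PRO-GFP cells. Benchmarks: DMSO vehicle wells and RFP-L50D-GFP reporter cell wells. Times: overnight cell settling, then overnight compound exposure, 37 °C, 5% CO2. Compound: 20 µM single dose, 1% DMSO. Read-out basis: GFP/RFP fluorescence ratio.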
eLon inh – E. coli protease La inhibition; 360,000 tested, 0.42% active; P0A9M0; inhibition, % at 7.94 µM; purified E. coli Lon protease, fluorescence polarization; in the data active means inhibition above about 13%, passing the limit was not always enough;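 further: 0% = enzyme with probe and DMSO and 100% = no enzyme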
FAS TE block – blocks the thioesterase domain of human fatty acid synthase; recombinant FAS-TE, OMFH fluorogenic substrate, fluorescence endpoint; 360,000 tested, 0.67% active; AID 602261; inhibition, % at 15 µM; P49327;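 active means compounds whose normalised, plate-corrected inhibition of enzyme fluorescence in the single-dose primary screen is 50% or more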;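 further: 0% = DMSO with enzyme and 100% = substrate without enzyme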
Target sequence (P49327 whole entry, looked up, the tested form may be a part): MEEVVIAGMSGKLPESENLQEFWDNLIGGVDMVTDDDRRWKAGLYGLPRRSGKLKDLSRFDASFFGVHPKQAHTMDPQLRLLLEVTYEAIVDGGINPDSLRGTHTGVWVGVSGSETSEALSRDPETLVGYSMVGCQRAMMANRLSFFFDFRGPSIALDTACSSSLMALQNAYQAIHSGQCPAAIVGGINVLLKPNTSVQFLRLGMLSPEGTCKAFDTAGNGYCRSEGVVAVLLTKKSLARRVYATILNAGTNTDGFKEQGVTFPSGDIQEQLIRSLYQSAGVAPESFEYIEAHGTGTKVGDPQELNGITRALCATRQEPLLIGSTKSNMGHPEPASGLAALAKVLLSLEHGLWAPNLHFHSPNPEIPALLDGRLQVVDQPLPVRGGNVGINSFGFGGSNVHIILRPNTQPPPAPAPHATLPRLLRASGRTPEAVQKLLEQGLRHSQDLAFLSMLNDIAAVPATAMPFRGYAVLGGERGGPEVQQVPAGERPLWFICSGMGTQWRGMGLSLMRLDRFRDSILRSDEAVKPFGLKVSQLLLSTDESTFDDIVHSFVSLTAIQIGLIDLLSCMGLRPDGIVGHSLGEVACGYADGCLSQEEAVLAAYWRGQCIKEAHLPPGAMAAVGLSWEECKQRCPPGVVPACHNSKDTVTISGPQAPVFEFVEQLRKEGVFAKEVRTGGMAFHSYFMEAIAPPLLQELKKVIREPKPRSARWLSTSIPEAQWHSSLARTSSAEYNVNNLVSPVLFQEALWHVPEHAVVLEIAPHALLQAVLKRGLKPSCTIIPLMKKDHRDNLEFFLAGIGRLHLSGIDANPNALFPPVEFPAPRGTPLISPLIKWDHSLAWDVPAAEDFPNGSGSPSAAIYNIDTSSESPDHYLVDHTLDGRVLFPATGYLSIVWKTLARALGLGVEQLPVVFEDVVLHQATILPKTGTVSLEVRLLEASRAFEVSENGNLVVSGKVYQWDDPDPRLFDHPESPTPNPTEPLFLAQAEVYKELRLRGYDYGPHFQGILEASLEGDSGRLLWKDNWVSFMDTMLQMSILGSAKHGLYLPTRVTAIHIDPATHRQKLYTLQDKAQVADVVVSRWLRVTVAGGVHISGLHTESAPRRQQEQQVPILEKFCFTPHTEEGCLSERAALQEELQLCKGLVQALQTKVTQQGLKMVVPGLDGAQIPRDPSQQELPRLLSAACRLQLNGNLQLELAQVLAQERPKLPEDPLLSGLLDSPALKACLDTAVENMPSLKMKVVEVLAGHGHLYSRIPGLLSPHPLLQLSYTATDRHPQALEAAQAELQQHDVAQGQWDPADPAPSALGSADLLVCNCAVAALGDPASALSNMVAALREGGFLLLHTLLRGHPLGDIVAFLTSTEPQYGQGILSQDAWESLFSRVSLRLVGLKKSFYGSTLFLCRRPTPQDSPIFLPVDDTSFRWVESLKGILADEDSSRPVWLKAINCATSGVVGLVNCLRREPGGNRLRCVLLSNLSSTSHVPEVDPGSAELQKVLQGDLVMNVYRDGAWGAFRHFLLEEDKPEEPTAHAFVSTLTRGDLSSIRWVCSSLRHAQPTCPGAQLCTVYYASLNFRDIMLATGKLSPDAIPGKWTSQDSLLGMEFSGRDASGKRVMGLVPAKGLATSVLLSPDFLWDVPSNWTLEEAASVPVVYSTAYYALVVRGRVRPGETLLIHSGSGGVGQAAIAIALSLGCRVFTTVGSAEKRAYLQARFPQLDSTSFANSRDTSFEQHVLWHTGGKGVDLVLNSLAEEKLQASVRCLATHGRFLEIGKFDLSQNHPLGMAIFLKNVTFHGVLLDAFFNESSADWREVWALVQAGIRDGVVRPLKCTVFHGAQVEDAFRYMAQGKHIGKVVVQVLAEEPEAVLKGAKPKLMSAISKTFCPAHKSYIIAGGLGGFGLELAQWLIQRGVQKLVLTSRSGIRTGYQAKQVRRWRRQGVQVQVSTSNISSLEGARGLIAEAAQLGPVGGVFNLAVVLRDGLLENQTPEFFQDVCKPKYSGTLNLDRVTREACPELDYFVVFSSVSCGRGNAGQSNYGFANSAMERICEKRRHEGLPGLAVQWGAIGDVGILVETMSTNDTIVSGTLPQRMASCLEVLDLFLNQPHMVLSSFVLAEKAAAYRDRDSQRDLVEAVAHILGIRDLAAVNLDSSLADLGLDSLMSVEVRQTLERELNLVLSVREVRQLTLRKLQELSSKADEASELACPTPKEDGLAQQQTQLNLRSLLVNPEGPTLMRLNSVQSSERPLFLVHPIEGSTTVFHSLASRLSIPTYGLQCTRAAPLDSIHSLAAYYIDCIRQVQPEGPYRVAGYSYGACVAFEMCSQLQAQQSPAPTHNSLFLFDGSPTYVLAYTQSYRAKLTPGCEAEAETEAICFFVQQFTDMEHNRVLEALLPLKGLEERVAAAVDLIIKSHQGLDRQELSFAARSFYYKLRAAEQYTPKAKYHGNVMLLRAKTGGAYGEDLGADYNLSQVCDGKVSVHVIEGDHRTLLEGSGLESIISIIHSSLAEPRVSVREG
MsrA inh – inhibitors of bovine MsrA. AID 651718. 360,000 tested, 0.75% active. inhibition, % at 15.5 µM. purified bovine MsrA, absorbance read-out; in the data active means inhibition above about 4.5%;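 further: 0% = vehicle wells with enzyme and 100% = reference inhibitor wells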
The depositor's hits bear a star; i = inactive; x = no result given.

SMILES	Rin1 Abl inh	MLLE-PAM2 inh	bovine MsrA act	Rpn11 block	CSN inh	MT1-MMP act inh	eLon inh	FAS TE block	MsrA inh
Cn1cnnc1Sc1ccc(C(=O)OCC(=O)Nc2cc(Cl)cc(Cl)c2)cc1[N+](=O)[O-]	3.8	-29.7	-12.0	i	-9.1	5.9	6.5	13.2	0.7
COc1cc(/C=C/C(=O)OCC(=O)Nc2ccc(C)cc2[N+](=O)[O-])ccc1O	2.2	9.6	-2.1	i	0.4	5.2	7.0	0.1	-1.0
O=C(CCCCCn1nnc2ccccc2c1=O)N[C@H](C(=O)O)c1ccccc1	-2.6	-15.7	-13.5	i	-1.5	-7.1	-2.5	-8.5	-0.3
COc1ccc(SC[C@H](CC(C)C)N2CCN(C)CCC2=O)cc1	2.9	-7.0	-0.1	i	-3.9	-3.2	-3.0	-9.7	0.8
COc1ccc(NS(=O)(=O)c2cc(OCC(N)=O)c(C)cc2Cl)cc1	0.0	3.2	-5.5	i	-9.0	2.4	3.0	-3.3	-1.1
O=[N+]([O-])c1cccc(NC2=NCCC2)c1	0.5	7.8	-10.1	i	-0.8	-3.2	1.7	-5.2	-1.0
CCCN(C(=O)C(C)Oc1cccc(Cl)c1)c1c(N)n(Cc2ccccc2)c(=O)[nH]c1=O (centres undefined)	0.9	-10.8	-9.3	i	1.6	-3.2	-5.5	0.5	0.7
Cc1cc2c(cc1C)N(Cc1ccccc1)C1=NCCCN12	-1.6	4.1	-5.7	i	-0.8	7.7	1.8	-5.7	-0.5
CCc1nc2ccccc2n(CCOCCn2c(=O)c(CC)nc3ccccc32)c1=O	-0.3	-6.0	-1.6	i	1.6	1.2	-3.9	-3.7	0.8
Cc1ccc(OC(=O)c2cccc(C(=O)Oc3ccc(C)cc3)n2)cc1	3.8	10.1	-9.3	i	0.8	-2.6	-6.2	-13.0	0.0
CCC(=Cc1ccccc1OC)c1ccncc1	1.2	-9.7	-3.1	i	-4.7	3.9	-11.4	0.4	0.6
CCN(CC)S(=O)(=O)c1ccc(NC(=O)Cn2cnc3ccccc3c2=O)cc1	3.6	-2.9	-3.0	i	-2.9	1.0	0.1	-1.7	-0.3
C=CCn1c(COc2ccc(Cl)cc2)nnc1SCC(=O)N1CC(=O)Nc2ccccc21	3.0	-76.2	1.6	i	3.3	5.5	-6.8	29.7	0.0
CN(C)S(=O)(=O)N1CCC(Oc2cccc(C(=O)NC3CCCCCC3)c2)CC1	-1.6	7.9	-5.9	i	1.3	9.1	-9.2	7.3	-0.4
O=C(COC(=O)c1cccc(Br)c1)NCCC1=CCCCC1	-2.9	8.8	2.9	i	0.9	2.3	-1.6	3.2	0.3
COc1ccc(-n2c(C)cc(C(=O)CSc3ccc(NC(C)=O)cc3)c2C)cc1	-2.7	18.9	-8.4	i	-2.6	0.7	0.9	10.7	0.0
Cc1ccc(Nc2c(N)c(=O)oc3ccccc23)cc1	0.7	15.9	-0.1	i	2.5	1.1	1.1	6.7	2.4
O=c1oc2c(CN3CCOCC3)c(O)ccc2c2c1CCC2	-3.9	-3.7	-1.8	i	3.4	2.8	-14.9	-7.9	3.8
CCN1CCN(C(=O)NCc2ccccc2)CC1	2.1	14.4	-3.9	i	1.9	0.9	-5.2	-5.8	-0.7
Cc1nc(CS(=O)c2ccc(Cl)cc2)cc(NCc2ccc(Cl)cc2Cl)n1 (centres undefined)	0.2	0.0	2.7	i	52.0*	0.6	-5.2	14.0	-0.2
CC(C)(C)N(Cc1ccccc1)C(=O)COC(=O)C1CCCCC1	1.0	-2.7	-2.9	i	0.9	9.4	-0.6	21.9	0.3
O=C(NCc1ccc(F)cc1)c1ccc(S(=O)(=O)N2CCCCC2)cc1	1.4	-11.5	-1.5	i	-1.7	1.2	-8.8	-0.2	0.1
NC(=O)CN1C(=O)C(=O)N(Cc2ccc(F)cc2)C1=O	-2.0	9.0	-1.4	i	0.5	-3.4	1.2	-7.0	0.0
O=C(O)c1cc(Cl)c(Cl)cc1C(=O)Nc1cccc2ncccc12	-1.5	10.0	-2.5	i	-7.7	5.8	-7.1	-8.5	1.4
CCc1ccc(C(=O)NC(=S)NCc2cccnc2)cc1	-2.6	28.4	-0.4	i	2.7	2.1	2.2	1.6	-0.2
CCOC(=O)c1sc(NC(=O)CCc2ccccc2)nc1C	0.2	12.8	1.9	i	1.0	-0.8	7.3	-2.1	-0.4
FC(F)(F)c1nc(Oc2ccccc2)c2ccccc2n1	1.3	-7.8	-0.4	i	3.6	3.5	-3.2	11.7	-1.1
CCOCCOC(=O)c1[nH]c2c(c1C)C(=O)CC(c1ccc(OC)c(OC)c1)C2 (centres undefined)	1.9	2.5	-3.7	i	-1.1	-0.7	-3.2	-4.9	0.3
COc1ccc(-c2cnc3c(c2)CCC3(C#N)C#N)cc1	-2.3	-3.3	-1.4	i	0.2	15.2	-5.2	10.0	0.5
CN(C(=O)COC(=O)c1ccc(C#N)cc1)c1ccccc1	0.3	-1.4	-0.5	i	3.9	-0.9	8.2	-2.1	-1.3
CCN1C(=O)C2(C(C#N)=C(N)Oc3cc(C)oc(=O)c32)c2ccccc21 (centres undefined)	-2.0	-3.2	-10.2	i	26.3	2.6	3.9	-6.4	0.2
CC(/C=N/n1c(-c2ccc(C)cc2)n[nH]c1=S)=C\c1ccco1	-1.6	-52.3	-0.6	i	8.5	-5.2	-2.7	0.3	3.6
CC1=C(C(=O)N(C)C)CC(CC(=O)NCCN2CCOCC2)C(=O)N1Cc1ccccc1 (centres undefined)	-2.1	11.4	-1.1	i	0.9	5.6	7.8	-8.7	0.1
CN(C)c1ccc(S(=O)(=O)N2CCCCC2)cc1NC(=O)CCNC(=O)c1ccc(Cl)cc1	-1.3	-29.1	-6.8	i	0.2	2.7	0.2	5.1	0.4
Cc1cccn2c(=O)c3cc(C(=O)NCc4ccco4)c(=N)n(C4CCCC4)c3nc12	-5.3	-3.5	0.8	i	18.4	-0.4	-6.5	0.0	0.8
CC(C)(NO)/C(=N\O)c1ccccc1	-0.5	5.0	-3.5	i	7.0	2.6	2.6	-6.8	-1.3
Cc1cc(NC(=O)CCSc2nc(-c3ccco3)cc(C(F)(F)F)n2)n(-c2ccccc2)n1	0.0	-5.0	17.6*	i	10.6	7.9	-2.4	5.1	0.0
O=C(c1cnn2c(C(F)F)cc(-c3ccccc3)nc12)N1CCOCC1	-7.0	-1.1	-5.5	i	4.0	7.2	-2.9	-8.0	2.3
O=C1CC(N2CCN(c3ccc(Cl)cc3)CC2)C(=O)N1c1ccc(F)cc1 (centres undefined)	-0.4	-2.5	-3.9	i	-1.8	4.5	2.6	2.1	0.3
O=C(COc1nncc2ccccc12)NCC(F)(F)F	1.8	13.7	-2.2	i	3.5	1.5	5.2	-0.2	-0.4
CCN(C(=O)Cn1c(=O)oc2cc(S(=O)(=O)N3CCOCC3)ccc21)c1ccccc1	0.6	1.1	-3.0	i	5.3	-5.6	0.6	-5.7	-1.5
COc1ccc(OC)c(C2Nc3nc4ccccc4n3C(C)=C2C(=O)Nc2ccc(C)cc2C)c1 (centres undefined)	0.0	-3.3	-9.6	i	-0.9	-8.6	1.0	21.4	-0.1
Cc1ccc(S(=O)(=O)N2CCCCC2)cc1NC(=O)CSc1ncnc2ccccc12	-4.0	11.4	-1.2	i	2.6	0.0	7.3	12.7	0.7
O=C(NCc1ccco1)c1nc2nc(-c3cccs3)cc(C(F)(F)F)n2n1	-1.1	14.7	-8.7	i	-0.6	1.6	-10.1	-6.3	2.7
N#CCCN1CCN(Cn2c3ccccc3c3ccccc32)CC1	-1.5	-6.1	1.2	i	-1.1	-1.2	2.7	-3.6	0.4
Cc1ccc2cc(CCNC(=O)c3ccc(C)c([N+](=O)[O-])c3)c(=O)[nH]c2c1	-1.7	-5.3	-2.5	i	1.9	0.2	1.8	17.9	-0.1
Cc1ccc(-c2nnc(-c3cccs3)o2)cc1	-3.5	-13.2	-7.3	i	0.2	-4.2	12.3	1.6	0.8
COc1ccccc1C(=O)NC(=O)COC(=O)c1cccc(OC(F)F)c1	4.9	-13.8	-8.6	i	-3.7	2.1	-0.5	12.3	0.9
COc1ccccc1-c1n[nH]c(=S)o1	-26.4	-91.2	1.1	i	-3.3	3.6	-6.7	-5.8	2.3
NS(=O)(=O)c1ccc(CNC(=O)c2ccc(NS(=O)(=O)c3cccs3)cc2)cc1	-1.5	-10.5	6.1	i	-4.5	3.2	-0.2	-2.0	1.8
O=c1[nH]n(-c2ccc(Cl)cc2)c(=O)c(Cl)c1Cl	0.3	10.0	-1.4	i	-4.2	2.8	-5.6	0.9	3.2
O=C(O)C1CCN(C(=O)COc2ccc(Br)cc2)CC1	0.2	-12.7	-7.5	i	2.2	-1.5	14.1	-11.0	0.3
CCc1nc2nc(C)c(NS(=O)(=O)c3ccc(Cl)cc3)c(=O)n2[nH]1	3.0	6.3	-5.6	i	-1.6	-1.7	10.9	-3.3	1.7
O=C(NCCN1CCOCC1)C1(C(F)(F)F)C/C(=C\Cc2ccccc2)CCCO1 (centres undefined)	3.8	-4.4	-14.0	i	-4.1	-2.3	8.9	-6.3	2.3
C=CCOc1ccc(C2/C(=C(/O)c3ccc4c(c3)CC(C)O4)C(=O)C(=O)N2CCCN2CCOCC2)cc1 (centres undefined)	-0.3	-0.2	-8.5	i	3.8	1.1	-13.8	2.1	0.6
COc1cccc(-n2c(SCC#N)nnc2-c2cnccn2)c1	2.9	-73.7	-7.7	i	0.8	11.9	-7.1	-3.3	1.7
Cc1cc(Br)ccc1NC(=O)C1CCN(S(=O)(=O)c2cnc[nH]2)CC1	0.9	-10.7	0.4	i	-2.7	0.5	-0.3	-15.1	-0.9
CCOC(=O)c1cc(=O)c2ccc(OCc3ccccc3)cc2o1	3.1	8.7	-2.1	i	-3.3	0.0	-7.5	-7.9	0.6
CCC(=O)N1c2ccc(S(=O)(=O)N3CCCC3)cc2CC1C (centres undefined)	-0.7	-2.3	0.9	i	-3.4	4.7	-11.5	0.4	-0.8
COc1cc(-c2ccccc2)nc(N)n1	-0.5	6.2	-1.5	i	-3.0	6.9	-2.2	-7.0	x
CN(Cc1ccccc1)C(=O)CCCn1c(=O)c2cccn2c2cccnc21	1.1	-1.9	-5.5	i	4.0	-2.5	9.4	5.6	1.1
S=c1nc(NCCc2ccccc2Cl)c2ccccc2[nH]1	1.0	-103.7	-0.1	i	2.9	-7.6	-0.5	5.3	0.1
